Bioassay records as filed in PubChem.
PAX8 inh HTS – lowers PAX8-driven luciferase in RMG-I cells | inhibition, % at 12.6 µM | RMG-I TPO-luciferase reporter, SteadyGlo, 24 h | 1.2% of 360,000 active | AID 652154;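 active means mean replicate inhibition at least 60% with every replicate also reaching 60%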;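 further: luciferase light reporting Pax8 driven TPO promoter activity; plate controls were median of neutral control wells for no effect and mitoxantrone controls for full effect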
CASP6 VEID inh – inhibitors of human caspase-6; P55212; purified caspase-6, Z-VEID-R110 cleavage fluorescence; inhibition, % at 12.5 µM; 0.53% of 350,000 active; AID 686996;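 active means mean inhibition across replicates at least about 35%, with every replicate also reaching that limit, limit read from the data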;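 further: 0% = median of neutral control wells and 100% = no fluorescence left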
Target sequence (P55212 24-179 limits assumed): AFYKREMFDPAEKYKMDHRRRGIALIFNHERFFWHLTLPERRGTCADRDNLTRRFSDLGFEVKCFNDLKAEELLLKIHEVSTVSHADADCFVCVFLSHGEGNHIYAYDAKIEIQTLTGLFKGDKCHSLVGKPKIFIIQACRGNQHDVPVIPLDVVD
Target sequence (P55212 194-293 limits assumed): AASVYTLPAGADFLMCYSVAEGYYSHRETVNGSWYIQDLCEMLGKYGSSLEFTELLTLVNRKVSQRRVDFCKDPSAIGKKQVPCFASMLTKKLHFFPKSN
Cneo AK release – causes C. neoformans cell lysis. AID 651654. adenylate kinase release luminescence, 4 h; normalised: neutral wells 0, clomiphene wells 100. lysis activity, % at 15 µM. 0.2% of 360,000 active;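 active means mean lysis activity across replicates of at least 80%, whatever share of replicates individually reach that level; inactive means mean lysis activity below 80%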
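Material: C. neoformans cells | Amount: Yeast cell density of 5 × 10^6 cells/mL | Medium: Fresh YPD growth medium | Dosing: Single dose | Times: Static 4 h at 37 °C with compound, 1 h detection | Detection: AK luminescence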
LGR2 antag – Drosophila LGR2 receptor signaling inhibition; HEK293 LGR2, CRE-luciferase, bursicon-stimulated, 4 h; inhibition, % at 9.99 µM; 0.35% of 380,000 active;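 active means drop in luminescence signal, shown as inhibition above about 50% in the replicate tests, limit read from the data, passing the limit was not always enough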;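 further: agonist challenge used bursicon conditioned medium at about half maximal strength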
PGC1a acetyl inh – PGC1a acetylation modulation, inhibitor mode; AID 651687; 0.17% of 350,000 active; inhibition, % at 15.6 µM; U2OS PGC1a acetylation, AlphaScreen anti-acetyl-lysine; with virally co-expressed GCN5 acetyltransferase;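 active means every replicate shows inhibition of at least 40%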;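 further: 0% = neutral control wells and 100% = positive control wells; some results beyond the cut were filed as inactive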
miR122 inh – blocks miR-122 activity in Huh7 sensor cells; Huh7 miR-122 Renilla luciferase sensor, 48 h; neutral wells = 0, positive control = 100; 0.3% of 340,000 active; AID 602342; activation (reporter increase), % at 12.5 µM;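 active means mean replicate activation score at least 90 and every replicate individually at or above 90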;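 further: higher luciferase means less miR-122 activity so hits act as miR-122 inhibitors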
FN deposition inh – fibronectin deposition inhibition; AH1F fibroblasts, Alexa488-fibronectin deposition fluorescence, overnight; inhibition, % at 12.6 µM; 0.086% of 350,000 active;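 active means mean inhibition across replicates of 30% or more, regardless of how many single replicates reach that level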;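 further: positive control wells lacked labelled fibronectin entirely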
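Test system: AH1F fibroblast monolayer depositing Alexa488-labelled fibronectin into matrix. Input: 10000 cells per well. Technique: fluorescence, ex 485 nm, em 525 nm. Buffer or medium: DMEM plus 2% serum, read in PBS. Timing: 1 h cell adhesion before compound, then overnight fibronectin incubation. Compound: single dose, pinned. Read-out basis: inhibition from reduced deposited-fibronectin fluorescence.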
EWS-Fli block – EWS/Fli transcriptional activity inhibition; A673 NR0B1-luciferase reporter, viability-normalised; inhibition, % at 12.6 µM; 0.67% of 350,000 active;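 active means mean inhibition of at least 50% after viability correction, with every replicate also passing that limit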;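 further: firefly luciferase signal divided by Alamar Blue viability fluorescence both relative to DMSO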
* hit, by the source's call; · = no result given; [ ] = dose if it differs, or a comment.

SMILES	PAX8 inh HTS	CASP6 VEID inh	Cneo AK release	LGR2 antag	PGC1a acetyl inh	miR122 inh	FN deposition inh	EWS-Fli block
CC(=O)N1[C@@H]2Cn3c(ccc(C4=CCCC4)c3=O)[C@H]1[C@@H](C(=O)NCc1ccccc1)[C@@H]2CO	-4.1	-0.7	-0.1	-2.2	4.0	-2.4[16.7 µM]	·	9.6
O=C(Nc1ccccc1C(=O)N1CCN(Cc2ccccc2)CC1)c1ccc(F)cc1	8.5	-0.8	0.8	-3.6	5.8	-2.8	-2.8	4.0
O=C1CN(S(=O)(=O)Cc2ccccc2)C[C@H]2[C@@H](c3ccc(C#CC4CC4)cc3)[C@H](CO)N12	2.6	2.3	·	11.4	-7.8	·	·	4.0
Cc1cc(C(=O)CSC(C)c2nc3ccccc3c(=O)[nH]2)c(C)n1C (centres undefined)	9.2	·	2.6	·	15.2	-9.3	2.4	·
O=C(CN(C(=O)c1csnn1)c1cccc2ccccc12)NCc1ccc(F)cc1	7.2	0.4	0.4	-3.4	-7.7	-6.2	-4.0	-13.6
CC(=O)ON1C(C)(C)CC(OC(=O)c2ccccc2)CC1(C)C	1.4	·	5.5	·	-5.8	5.8	-5.8	·
COc1ccc(C(=O)NCC(=O)OCc2cccc(Br)c2)cc1	·	2.8	2.0	10.0	-1.7	-2.2	·	1.1
COc1ccc(F)cc1C(=O)C1CCCN(Cc2c(C)n(C)n(-c3ccccc3)c2=O)C1 (centres undefined)	4.5	2.7	4.5	25.1	·	-6.7	-2.1	8.0
CCc1cccc2c(C(=O)CN3C(=O)NC4(CCCCCC4)C3=O)c[nH]c12	81.8*	9.6	-4.7	-16.2	-19.1	42.4	17.2	45.1
C[C@@H](C(=O)Nc1ccc2c(c1)OCCO2)n1nnc2ccccc2c1=O	-169.8	-0.4	1.4	-65.3	-5.0	5.2	-1.7	·
O=S(=O)(NC1=NCCCCC1)c1ccc(F)cc1F	3.6	-1.3	-2.3	2.1	0.1	·	10.2	-5.1
Cc1oc(-c2ccccc2)nc1C(=O)OCC(=O)NCc1ccc(F)cc1	-12.9	3.4	0.8	4.7	·	-3.0	·	4.9
CCC1(CC)NC(=O)N(CC(=O)Nc2ccc(C)cc2C)C1=O	-5.7	0.1	0.7	3.1	·	68.9	1.4	4.1
C[C@H]1CN([C@@H](C)CO)C(=O)c2cccc(NS(=O)(=O)c3ccc(F)cc3)c2O[C@@H]1CN(C)S(=O)(=O)c1ccccc1	-10.0	·	-3.7	5.7	3.8	-5.1[16.7 µM]	·	-10.1
CNC(=O)C1CN(C(=O)c2nn(Cc3ccccc3)c(=O)c3ccccc23)c2ccccc2O1 (centres undefined)	6.6	3.9	0.2	-8.4	-7.0	-6.0	·	-0.6
C[C@H](CO)N1C[C@H](C)[C@H](CN(C)S(=O)(=O)c2ccccc2)Oc2ncc(C#CC3CCCCC3)cc2C1=O	·	0.2	-3.0	4.7	-23.0	-6.8[16.7 µM]	·	24.7
O=C(Nc1ccccc1Cl)c1cc(S(=O)(=O)N2CCOCC2)cs1	·	·	-1.6	·	-5.9	-14.8	8.3	·
COc1ccccc1S(=O)(=O)N1CC[C@@H]2[C@H]1c1cc(-c3cccc(C#N)c3)ccc1N[C@@H]2CO	17.0	·	-6.5	7.9	-4.8	-6.5[16.7 µM]	9.6	10.0
Nc1ccc2c(c1)Cc1cc(N)c(Br)cc1-2	-54.5	-0.2	·	·	·	·	5.4	-16.1
C[C@@H]1CCCCO[C@@H](CN(C)C(=O)c2ccccc2)[C@H](C)CN([C@@H](C)CO)C(=O)c2cc(N(C)C)ccc2O1	5.9	-5.1	-4.8	0.1	0.1	-9.3[16.7 µM]	·	9.9
Cc1cccc(NC(=S)NC(C)CCc2ccccc2)c1 (centres undefined)	-3.0	0.2	5.7	6.3	·	68.6	2.2	18.7
O=C(NCCC(c1ccccc1)c1ccccc1)c1cnc2sccn2c1=O	23.7	2.2	·	-0.3	-1.6	·	-1.9	17.2
CC(C)(C)c1cc(C(=O)NNC(=O)Nc2ccccc2)n(Cc2ccccc2)n1	9.9	-7.4	·	4.8	-1.3	·	3.8	8.3
O=C(NCc1ccccc1)C1=C[C@H](c2coc3ccccc3c2=O)C[C@H](OCCCCO)O1	21.9	-3.3	-1.0	-2.8	·	·	-14.4	-0.5
Cn1c(-c2ccc(Cl)cc2)cnc1NCc1cc2c(cc1[N+](=O)[O-])OCO2	27.2	0.5	7.2	-8.7	-4.2	1.9	3.9	5.6
C[C@H](CO)N1C[C@H](C)[C@H](CN(C)Cc2ccccc2)Oc2cc(C#C[C@@H](C)O)ccc2S1(=O)=O	·	1.3	-1.5	5.9	-13.6	8.3[16.7 µM]	7.1	-24.1
Cc1sc2ncnc(SC(C)C(=O)N3c4ccccc4Sc4ccccc43)c2c1C (centres undefined)	14.8	-0.3	·	10.8	·	·	·	89.9*
COc1ccccc1C(=O)NNC(=O)CN1C(=O)c2ccccc2C1=O	23.0	10.2	1.2	-7.0	0.7	6.0	-9.4	3.8
CO[C@H]1CN(C)C(=O)c2ccc(NC(C)=O)cc2OC[C@@H](C)N(C(=O)c2ccccc2F)C[C@H]1C	-7.4	·	-4.6	-14.4	-3.1	-18.6[16.7 µM]	7.1	0.4
C[C@H]1CN([C@@H](C)CO)C(=O)c2cc(NC(=O)C3CC3)ccc2O[C@@H]1CN(C)S(C)(=O)=O	-24.1	-0.8	-3.3	14.0	23.0	7.0[16.7 µM]	·	-6.0
CCOC(=O)CSc1nc2ccccc2c(=O)n1CC1CCC(C(=O)NCc2ccco2)CC1 (centres undefined)	14.5	1.2	·	0.7	-3.9	137.7*	7.8	·
CC(C)(C)NC(=O)CSc1nc2cc(S(=O)(=O)N3CCCCC3)ccc2o1	0.6	-0.6	0.5	-6.6	-3.3	-3.9	-9.1	4.4
Oc1ccc(NC(=S)N=Nc2c(O)[nH]c3ccc(Br)cc23)cc1	36.8	15.7	3.6	21.6	13.6	1.8	4.2	22.1
O=[N+]([O-])c1cccc2[nH]ncc12	-9.9	-0.7	·	-4.3	·	·	4.3	1.5
COC(=O)c1cc(NC(=O)COC(=O)C2CCC2)cc(C(=O)OC)c1	5.6	7.5	0.7	14.4	·	·	-2.9	1.7
CC(C)Oc1ccc(S(=O)(=O)N2CCOCC2)cc1NC(=O)Cc1ccsc1	3.8	1.0	6.9	10.0	-8.2	12.5	-19.8	17.3
COCc1c(C#N)c(NCCc2ccccc2)nc(C)c1[N+](=O)[O-]	5.5	0.9	·	17.2	·	·	-1.5	27.2
COc1cccc2[nH]c(C(=O)NCC3CCCO3)cc12 (centres undefined)	0.6	0.9	-1.2	-11.7	3.6	2.6	-3.3	-2.4
Cc1ccc(-c2cnc3c(c2)C(=O)N([C@@H](C)CO)C[C@@H](C)[C@H](CN(C)C)O3)cc1	·	-1.6	-2.4	18.7	109.0*	-2.7[16.7 µM]	13.9	-19.5
C[C@@H]1CCCCO[C@@H](CN(C)Cc2ccc(Cl)c(Cl)c2)[C@H](C)CN([C@H](C)CO)C(=O)c2cc(NS(=O)(=O)c3ccccc3)ccc2O1	93.0*	0.8	2.9	26.4	17.4	-13.1[16.7 µM]	·	3.8
O=C(NCCC1CCCCN1S(=O)(=O)c1cccs1)C(=O)Nc1ccc(F)cc1 (centres undefined)	-26.2	3.2	0.1	4.6	·	3.5	0.7	-1.1
CN(C)S(=O)(=O)c1cc(C(=O)NCc2ccccc2)c(Cl)cc1Cl	10.1	-2.4	-1.5	33.7	-16.9	·	2.9	-0.8
CCc1cc(C(=O)OC)c(NC(=O)CC2SC(=NC)N(C)C2=O)s1 (centres undefined)	11.1	-3.0	·	8.8	-8.6	5.2	·	11.3
Cc1noc(C)c1NC(=O)N(C)C[C@H]1Oc2cc(C#CCC3CCCC3)ccc2S(=O)(=O)N([C@H](C)CO)C[C@@H]1C	11.8	-3.2	-7.1	3.3	-1.2	38.6[16.7 µM]	-12.0	-1.1
COc1ccc(-n2c(Cc3cccn3C)nnc2SCC(=O)Nc2ccccc2OC)cc1	11.4	5.4	-0.7	1.3	·	5.4	1.8	1.0
Cc1ccc2c(COC(=O)C3=COCCO3)cc(=O)oc2c1	·	·	29.3	·	3.0	-6.3	-6.6	·
[O-]/C(=C(\C(=S)NCc1ccccc1)[n+]1ccccc1)c1ccc(Cl)s1	13.7	-2.9	2.3	37.5	·	173.1*	-11.4	-8.7
COc1ccc(NC(=O)CN2C(=O)S/C(=C/c3cccn3-c3ccc(C(=O)O)cc3)C2=O)cc1	-13.5	71.5*	1.4	-2.3	·	-2.0	·	·
CCC(c1nnc(SCC(=O)Nc2ccc(NC(C)=O)cc2)n1Cc1ccccc1)N(C)C (centres undefined)	·	-0.9	-1.8	8.3	·	-4.9	4.5	9.0
C[C@@H]1CN([C@H](C)CO)C(=O)Cc2cc(NC(=O)Cc3cn(C)c4ccccc34)ccc2O[C@H]1CN(C)S(=O)(=O)c1cccs1	12.1	3.9	-0.1	24.3	-1.6	-4.4[16.7 µM]	-6.6	-2.6
CC(OC(=O)/C(C#N)=C/c1ccc(N(C)C)cc1)C(=O)N(C)c1ccccc1 (centres undefined)	-17.7	-10.9	-2.2	-9.8	-5.5	·	-2.9	-33.0
CO[C@@H]1CN(C)C(=O)c2cc(NC(=O)C3CCC3)ccc2OC[C@H](C)N(C(=O)NC(C)C)C[C@@H]1C	8.2	-1.6	-1.9	12.1	-2.5	·	0.4	2.1
O=C(O)CCN1Cc2ccccc2C1=O	-1.7	·	3.9	·	4.4	-7.0	-5.2	·
C[C@@H]1CN([C@H](C)CO)S(=O)(=O)c2ccc(-c3ccncc3)cc2O[C@@H]1CN(C)C(=O)CC1CC1	·	2.5	0.4	-5.7	0.2	-8.5[16.7 µM]	·	1.4
CC1Oc2ccccc2N(CC(=O)NCC2CCCO2)C1=O (centres undefined)	·	-0.2	1.2	2.8	-6.1	-0.8	-1.0	·
COc1ccc(N2C(=NC(=O)CC3CCCCC3)SC3CS(=O)(=O)CC32)cc1 (centres undefined)	4.6	0.7	0.3	8.8	-15.1	-4.0	8.1	·
CSc1nc(-c2ccccc2)nc(N2CCCC2)c1C(C)=O	·	·	1.3	·	-17.7	-2.4	8.2	·
O=C(O)c1cc([N+](=O)[O-])ccc1-c1ccc([N+](=O)[O-])cc1C(=O)O	-6.3	33.0	1.9	19.8	1.3	-7.0	·	-10.2

6 records drawn at random from those above, as already listed:
SMILES	PAX8 inh HTS	CASP6 VEID inh	Cneo AK release	LGR2 antag	PGC1a acetyl inh	miR122 inh	FN deposition inh	EWS-Fli block
O=C(O)c1cc([N+](=O)[O-])ccc1-c1ccc([N+](=O)[O-])cc1C(=O)O	-6.3	33.0	1.9	19.8	1.3	-7.0	·	-10.2
COc1ccc(NC(=O)CN2C(=O)S/C(=C/c3cccn3-c3ccc(C(=O)O)cc3)C2=O)cc1	-13.5	71.5*	1.4	-2.3	·	-2.0	·	·
CN(C)S(=O)(=O)c1cc(C(=O)NCc2ccccc2)c(Cl)cc1Cl	10.1	-2.4	-1.5	33.7	-16.9	·	2.9	-0.8
CSc1nc(-c2ccccc2)nc(N2CCCC2)c1C(C)=O	·	·	1.3	·	-17.7	-2.4	8.2	·
Cc1ccc2c(COC(=O)C3=COCCO3)cc(=O)oc2c1	·	·	29.3	·	3.0	-6.3	-6.6	·
CC1Oc2ccccc2N(CC(=O)NCC2CCCO2)C1=O (centres undefined)	·	-0.2	1.2	2.8	-6.1	-0.8	-1.0	·
